Screening data: PubChem, National Center for Advancing Translational Sciences (NCATS)
aGlu spleen mod = inhibitors or activators of human alpha-glucosidase in spleen homogenate; P10253; human spleen homogenate, 4-MU-alpha-glucoside fluorescence; Potency, µM (doses to about 79.9 µM), for inactives: at the top dose activity change, negative = inhibition, actives largely listed as inhibitors; 240,000 compounds, 0.006% hits; AID 2112;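 note: 0% = enzyme with vehicle and -100% = no enzyme basal signal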
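AC50 values come from Hill-equation fits of concentration-response data, normalized to no-enzyme and full-activity controls. Enzyme source: 1 ug human spleen homogenate; 1 mM fluorogenic 4-MU glucoside, pH 5.0 citrate buffer, 37 C, 40 min.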
JMJD2E inh = blocks human JMJD2E demethylase activity; B2RXH2; JMJD2E catalytic domain, FDH-coupled NADH fluorescence (FDH is formaldehyde dehydrogenase); Potency, µM (top dose mostly 57.1 µM), inactives show at the top dose activity change, negative = inhibition, hits mostly inhibitors; 230,000 compounds, 1.6% hits; active = well fitted inhibition curve with a large enough effect, not every such curve was filed as active; inconclusive = small, poorly fitted or top-dose-only effect, or another doubt; inactive = no such curve, though single readings can be large or run the other way;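 note: 0% = wells with enzyme and -100% = buffer wells without enzyme; nearly all actives have a fitted effect of over 50% in size; many of its hits are not listed in these tables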
Target sequence (B2RXH2 1-337 limits assumed): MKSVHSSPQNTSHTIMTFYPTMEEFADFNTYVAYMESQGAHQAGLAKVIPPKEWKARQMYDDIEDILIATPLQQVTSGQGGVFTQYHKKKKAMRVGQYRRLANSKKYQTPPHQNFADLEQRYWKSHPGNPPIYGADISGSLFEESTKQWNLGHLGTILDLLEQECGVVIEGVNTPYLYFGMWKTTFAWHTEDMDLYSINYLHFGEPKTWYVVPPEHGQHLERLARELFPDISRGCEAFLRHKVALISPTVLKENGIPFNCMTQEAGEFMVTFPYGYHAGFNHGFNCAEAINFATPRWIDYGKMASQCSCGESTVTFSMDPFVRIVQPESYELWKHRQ
GAA glycogen mod = GAA glycogen-cleavage inhibition or activation. P10253. AID 2100. Potency, µM (doses to about 76.4 µM), for inactives: at the highest dose activity change, negative = inhibition, actives largely listed as inhibitors. recombinant GAA, glycogen substrate, Amplex Red glucose oxidase fluorescence. 300,000 compounds, 0.38% hits;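 note: 0% = full enzyme reaction and -100% = no-enzyme basal signal; the screen sought inhibitors and activators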
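Recombinant human enzyme (4 nM); glycogen substrate; 37 C, 40 min, pH 5.0. Readout: coupled glucose oxidase/Amplex Red fluorescence.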
SMN2 splice up = SMN2 splice variant enhancement; HEK293 SMN2-luciferase splicing reporter, luminescence, 30-36 h; 210,000 compounds, 2.8% hits; Potency, µM (highest dose often 46.1 µM), without a hit: at the highest dose activity change, positive = activation, actives largely listed as activators; note: % of control where 0% means no effect; nearly all actives have a fitted effect of over 55% in size
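HEK293 cells carry an SMN2 […]–luciferase reporter in which exon 7 inclusion puts luciferase in frame. Cells were plated 10-12 h before compound addition, then incubated 30-36 h at 37C. ONE-Glo luminescence was read; sodium butyrate at 4.5 mM final served as control.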
GAA inhib = alpha-glucosidase (human) inhibition | AID 1466 | 200,000 compounds, 0.005% hits | P10253 | purified human GAA, 4-MU-alpha-glucoside fluorescence | Potency, µM (doses to about 76.9 µM), inactives show top-dose activity change, negative = inhibition, most hits filed as inhibitors;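 note: plate controls were uninhibited enzyme wells for no effect and no-enzyme background for full effect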
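Read-out is 4-methylumbelliferone fluorescence (Ex 365/Em 440 nm) after NaOH/glycine stop at pH 10. Enzyme 4 nM, substrate 400 uM, pH 5.0 citrate buffer, 20 min room temperature; AC50 from Hill-equation concentration-response.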
GLA spleen mod = inhibits or activates alpha-galactosidase in human spleen homogenate; human spleen homogenate, 4MU-alpha-Gal fluorescence, 40 min; Potency, µM (highest dose often 80 µM), for inactives: top-dose activity change, negative = inhibition, actives largely listed as inhibitors; P06280; 240,000 compounds, 0.008% hits;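 note: 0% = enzyme with vehicle and -100% = no enzyme basal signal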
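Fluorogenic readout (Ex 365/Em 440 nm) of 4-methylumbelliferone released from 1 mM 4-MU-alpha-galactoside by spleen homogenate, 40 min at 37C, pH 5.0. Data normalized to no-enzyme and enzyme controls; Hill-equation AC50 from compound titrations.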
RGS12 GoLoco inh = RGS12 GoLoco-Gai1 interaction inhibition; P63096; Gai1:RGS12 GoLoco peptide FP, rhodamine, 10 min; Potency, µM (titrated, usually from 61.6 µM), inactives show at the top dose activity, negative = inhibition, usual class: inhibitors; 230,000 compounds, 0.44% hits; AID 880; active = well fitted inhibition curve with a large enough effect, not every such curve was filed as active; inactive = no such curve, though single readings can be large or run the other way; note: % is set by controls: 0 for no effect and ±100 for the full control effect; nearly all actives have a fitted effect of over 30% in size; many of its hits are not listed in these tables
Target sequence (P63096 whole entry, looked up): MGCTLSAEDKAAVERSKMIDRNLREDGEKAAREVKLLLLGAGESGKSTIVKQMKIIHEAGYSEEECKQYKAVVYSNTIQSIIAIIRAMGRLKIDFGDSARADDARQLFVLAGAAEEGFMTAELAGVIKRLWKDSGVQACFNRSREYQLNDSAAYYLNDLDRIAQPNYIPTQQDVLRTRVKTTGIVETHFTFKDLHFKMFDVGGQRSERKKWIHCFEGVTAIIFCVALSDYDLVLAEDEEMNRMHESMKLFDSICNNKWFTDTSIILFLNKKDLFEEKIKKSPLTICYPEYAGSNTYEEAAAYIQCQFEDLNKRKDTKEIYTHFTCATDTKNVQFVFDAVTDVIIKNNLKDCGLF
ALDH1A1 inh = inhibitors of human aldehyde dehydrogenase 1A1; P00352; Purified ALDH1A1, NADH fluorescence, propionaldehyde substrate; Potency, µM (series often up to 75.3 µM), without a hit: at the highest dose activity, negative = inhibition, most hits filed as inhibitors; 220,000 compounds, 7.3% hits; AID 1030; active = well fitted inhibition curve with a large enough effect, not every such curve was filed as active; inconclusive = small, poorly fitted or top-dose-only effect, or another doubt; inactive = no such curve, though single readings can be large or run the other way;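 note: plate controls were no enzyme wells and a reference inhibitor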
* = called active by the depositor; ? = inconclusive; nt = no result given; & = joins results of further samples; [ ] = dose if it differs, or a comment. Unless noted, calls come from the whole dose curve; as a rule, active = well fitted curve in the direction sought with a large enough effect; inconclusive = small, poorly fitted or top-dose-only effect, or another doubt; inactive = no such curve, though single readings can be large; an effect the other way counts as inactive or inconclusive. Potency is the fitted concentration of half-maximal effect. Some of the compounds tested; count on the stated rates, not on these rows.

SMILES	aGlu spleen mod	JMJD2E inh	GAA glycogen mod	SMN2 splice up	GAA inhib	GLA spleen mod	RGS12 GoLoco inh	ALDH1A1 inh
Cc1cc(C)c2c(c1)cc(C)c1nnc(SCC(=O)Nc3ccccc3N3CCOCC3)n12	-4%	-11%	10%	4%	-4%	0%	4%	2%
CC(C)(O)C#Cc1ccc(C(=O)NC(CCCNC(N)=O)C(=O)O)s1 (configuration not stated)	-9%	-8%	-3%	15%	3%	1%	11%	5%
COc1ccc(C(=O)COc2ccc3ccc(=O)oc3c2)cc1	0%	?	-4%	nt	0%[15.4 µM]	6%	10%	?
O=C(CNC(=O)c1ccc(Cl)cc1Cl)OCc1nc2ccccc2s1	-3%	3%	0%	8%	4%	2%	2%	-8%
CC1(C)COCN1C(=O)c1ccc(Cl)c(Cl)c1	0%	-7%	-3%	5%	-7%	0%	1%	9%
CCC(=O)n1nc(-c2cccnc2)nc1NCc1ccc(F)cc1	1%	2%	-4%	-36%&0%[inhibitor]	1%	8%	-1%	-1%
C[C@@H](O)C1NC(=O)[C@H](CCCCN)NC(=O)c2cc([N+](=O)[O-])cc(F)c2NCCCC[C@@H](C(N)=O)NC1=O (some centres not stated)	-3%	-15%	7%	-7%	-26%	-1%	-5%	1%
Cn1cc(SCC(=O)O)c2ccccc21	5%	?	3%	-11%	0%	2%	2%	-5%
CCCCNC(=O)c1onc(CSc2cccc(OC)c2)c1C(=O)O	4%	3%	16%	5%	2%	10%	1%	10%
CC(C)CC(=O)Nc1ccc2c(c1)oc1ccccc12	-2%	5%	12%	5.6µM*	-7%	3%	5%	7%
CCOc1ccc(N2CC(C(=O)Nc3cccc(S(=O)(=O)NC4=NCCC4)c3)CC2=O)cc1 (configuration not stated)	-2%	3%	4%	nt	nt	5%	18%	nt
O=C(Nc1ccc2c(c1)OCO2)C1CCN(c2ccc(S(=O)(=O)N3CCOCC3)cc2)CC1	0%	-10%	1%	-15%	-3%	6%	6%	-8%
COc1ccc(-c2nc3cnccn3c2Nc2ccc3c(c2)OCO3)cc1	-4%	-8%	?	1%	-5%	1%	3%	-2%
O=C(CCCCCn1c(=S)[nH]c2ccc(N3CCOCC3)cc2c1=O)NCc1ccc2c(c1)OCO2	9%	?	-8%	2%	-7%	10%	2%	1%
Cc1ccccc1C(=O)NNC(=S)NC(=O)c1cccnc1	7%	-3%	-5%	-10%	-1%	-4%	13%	25µM*
COc1ccc(C2(C)NC(=O)N(CC(=O)NCCC3=CCCCC3)C2=O)cc1OC (configuration not stated)	-8%	-1%	8%	-13%	5%	1%	-11%	-19%
O=C(O)C1C2C=CC3(O2)C1C(=O)N1c2ccccc2COC13 (configuration not stated)	-7%	4%	-9%	22%	-4%	-4%	-7%	10%
CCOc1cc(C(F)(F)F)cnc1/C(N)=N/O	4%	-2%	-6%	nt	-2%	1%	0%	13%
C[C@@H]1NC(=O)c2cc([N+](=O)[O-])cc(I)c2OCC[C@@H](C(=O)NC(CC(=O)O)C(N)=O)NC(=O)[C@H](CC(N)=O)NC1=O (some centres not stated)	-8%	-2%	8%	-1%	4%	0%	-6%	?
COc1ccc(S(=O)(=O)Nc2ccc(F)c(F)c2)cc1Cl	-8%	-1%	-1%	-8%	1%	-14%	3%	?
C/C=C/C(=O)OCC(=O)Nc1cc([N+](=O)[O-])ccc1Cl	9%	0%	1%	14%	3%	11%	2%	-15%
COc1cccc(-c2cc(=O)c3cc(NC(=O)c4ccc(C)cc4)ccc3[nH]2)c1	4%[119 µM]	nt	nt	nt	nt	10%[119 µM]	4%[88.7 µM]	?
O=C(O)CCCCCNS(=O)(=O)c1cccc2c1C(=O)c1ccccc1C2=O	-2%	2%	4%	8%	-2%	-3%	-9%	?
Cc1cc(/C=C2\C(=O)NN(c3ccccc3)C2=O)c(C)n1-c1ccccc1O	0%	-9%	-7%	nt	nt	-9%	-5%	nt
CC[C@H](C)[C@H](NC(N)=O)C(=O)Nc1ccc2c(c1)OCO2	3%	3%	2%	13%	-1%	7%	4%	-1%
CC(=O)c1c(C)[nH]c(C(=O)OCC(=O)Nc2ccc(Cl)cc2[N+](=O)[O-])c1C	-2%	0%	0%	-77%[inhibitor]	-1%	-1%	-8%	6%
COc1cccc(C(=O)/C=C/Nc2ccc(S(=O)(=O)Nc3ccc(C(C)=O)cc3)cc2)c1	-1%	-1%	-4%	nt	1%	-1%	nt	0%
CN(C)c1ncnc2c1ncn2C1OC(CO)C(O)C1O (configuration not stated)	-7%	-6%	2%	5.6µM*	?	-4%	0%	7%
Cc1ccc(CCNC(=O)C2CCN(C(=O)c3sccc3-n3cccc3)CC2)cc1	2%	7%	-14%	-21%	-8%	7%	7%	1µM*
CSc1ccccc1C(=O)NC1CC2CCC1C2 (configuration not stated)	2%	3%	-6%	-13%	-4%	8%	5%	2%
O=C(Nc1nnc(-c2ccccc2)o1)NC1CCCCC1	-13%	?	5%	-10%	-4%	2%	0%	?
CC1CC(=O)c2cnc(NCC3CCCO3)nc2C1 (configuration not stated)	-10%	1%	8%	28%	-1%	-4%	2%	?
COc1cccc(N2C(=O)C(CC(=O)Nc3ccc(F)cc3)N(C3CCCCC3)C2=O)c1 (configuration not stated)	-2%	2%	3%	-1%	-4%	-1%	10%	8%
Cc1ccc(C(NC(=O)N2CC(C)OC(C)C2)C(Cl)Cl)cc1F (configuration not stated)	-5%	0%	7%	-14%	5%	-7%	-9%	10µM*
O=C(Nc1nnc(-c2ccc(F)cc2)o1)c1ccco1	7%	-3%	3%	nt	nt	10%	-1%	nt
CCOC(=O)C1=C(C)N=c2s/c(=C\c3cccn3C)c(=O)n2C1c1cccc(OC)c1OC (configuration not stated)	-4%	0%	-3%	-11%	-33%	-5%	-2%	6%
O=C(Nc1ccc(N2CCOCC2)cc1)C1CC(O)CN1S(=O)(=O)c1ccc(Cl)cc1 (configuration not stated)	-4%	-5%	-2%	-7%	0%	4%	3%	-2%
CCOc1nc(SCCOc2ccccc2)nc(N(C)C)n1	-8%	-1%	-5%	3%	-5%	-4%	14%	-2%
CCOC(=O)COc1ccc(Cl)cc1C1NC(=O)NC(C)=C1C(C)=O (configuration not stated)	-2%	3%	5%	1%	-8%	6%	8%	-9%
CCc1cc2c(SCC(=O)NC3CCS(=O)(=O)C3)ncnc2s1 (configuration not stated)	4%	-1%	8%	-11%	2%	5%	7%	8%
CCCCN=C1NN=C(c2cccc([N+](=O)[O-])c2)CS1	2%	-9%	-3%	30%	-6%	6%	-6%	?
CC(C)CNC(=O)c1cccc(NC(=O)CSc2ccccc2)c1	-16%	7%	-6%	3%	1%	-19%	2%	0%
CCn1cc(-c2cc(C(=O)O)on2)c(C)n1	6%	5%	?	-10%	?	-2%	5%	1%
CC(=O)c1cc(C(=O)N2CCCC(CCC(=O)N(C)CCc3ccccn3)C2)cs1 (configuration not stated)	1%	-2%	-4%	nt	-3%	6%	-2%	-5%
FC(F)(F)Sc1ccc(NC(=S)NCc2ccccc2)cc1	-2%	-6%	-9%	nt	nt	-10%	-3%	nt
Cc1cc(=O)[nH]c(N/N=C/c2ccc(Cl)c([N+](=O)[O-])c2)n1	6%	1%	16%	nt	-4%	-7%	14%	14%
FC(F)Oc1ccc(-c2csc(Cc3nnc4n3CCCCC4)n2)cc1	5%	7%	-6%	-71%[inhibitor]	5%	6%	29%	1%
O=C1CC(C(=O)Nc2ccccc2)S/C(=N\NC(=O)c2ccccc2Cl)N1 (configuration not stated)	0%	0%	4%	-10%	7%	-4%	15%	2%
COC(=O)C1(CCSC)NC(c2ccc(O)cc2)C2C(=O)N(c3ccc4c(c3)OCCO4)C(=O)C21 (configuration not stated)	-18%	8%	5%	2%	1%	-6%	2%	-13%

Ordered by molar mass (lowest first): 12 of the compounds above
SMILES	aGlu spleen mod	JMJD2E inh	GAA glycogen mod	SMN2 splice up	GAA inhib	GLA spleen mod	RGS12 GoLoco inh	ALDH1A1 inh
CCn1cc(-c2cc(C(=O)O)on2)c(C)n1	6%	5%	?	-10%	?	-2%	5%	1%
O=C(Nc1nnc(-c2ccc(F)cc2)o1)c1ccco1	7%	-3%	3%	nt	nt	10%	-1%	nt
CCCCN=C1NN=C(c2cccc([N+](=O)[O-])c2)CS1	2%	-9%	-3%	30%	-6%	6%	-6%	?
Cc1cc(=O)[nH]c(N/N=C/c2ccc(Cl)c([N+](=O)[O-])c2)n1	6%	1%	16%	nt	-4%	-7%	14%	14%
CCOc1nc(SCCOc2ccccc2)nc(N(C)C)n1	-8%	-1%	-5%	3%	-5%	-4%	14%	-2%
CC(C)CNC(=O)c1cccc(NC(=O)CSc2ccccc2)c1	-16%	7%	-6%	3%	1%	-19%	2%	0%
CCOC(=O)COc1ccc(Cl)cc1C1NC(=O)NC(C)=C1C(C)=O (configuration not stated)	-2%	3%	5%	1%	-8%	6%	8%	-9%
O=C1CC(C(=O)Nc2ccccc2)S/C(=N\NC(=O)c2ccccc2Cl)N1 (configuration not stated)	0%	0%	4%	-10%	7%	-4%	15%	2%
CC(=O)c1cc(C(=O)N2CCCC(CCC(=O)N(C)CCc3ccccn3)C2)cs1 (configuration not stated)	1%	-2%	-4%	nt	-3%	6%	-2%	-5%
O=C(Nc1ccc(N2CCOCC2)cc1)C1CC(O)CN1S(=O)(=O)c1ccc(Cl)cc1 (configuration not stated)	-4%	-5%	-2%	-7%	0%	4%	3%	-2%
CCOC(=O)C1=C(C)N=c2s/c(=C\c3cccn3C)c(=O)n2C1c1cccc(OC)c1OC (configuration not stated)	-4%	0%	-3%	-11%	-33%	-5%	-2%	6%
COC(=O)C1(CCSC)NC(c2ccc(O)cc2)C2C(=O)N(c3ccc4c(c3)OCCO4)C(=O)C21 (configuration not stated)	-18%	8%	5%	2%	1%	-6%	2%	-13%
